# PvdQ acylase = blocks Pseudomonas aeruginosa PvdQ acylase activity; purified PvdQ acylase, fluorescence plate reader; inhibition, % at 10 µM; 340,000 tested, 0.063% active; AID 488965; in the data active = inhibition above about 30%, passing the limit was not always enough; inconclusive = no clear call, values can overlap the other calls;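 also: 0% = vehicle neutral wells and 100% = reference inhibitor wells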
# Ecoli viability = reduces bacterial viability in AddAB counter-screen. 330,000 tested, 0.27% active. inhibition, % at 11.9 µM. E. coli V3065 growth, OD600 absorbance, 18 h;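 active = inhibition above the campaign's mean inhibition across all tested compounds plus 3 SD, cut at about 9.9% in these data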;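 also: uninfected addAB+ strain grown without phage in ampicillin broth; 0% = DMSO wells and 100% = ciprofloxacin 0.95 µg/ml wells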
# AddAB inh = less growth of phage-infected E. coli with AddAB. E. coli expressing H. pylori AddAB, absorbance growth. 330,000 tested, 0.29% active. AID 435030. inhibition, % at 11.9 µM; in the data active = inhibition above about 12%;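 also: 0% = vehicle wells of infected cells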
# Wnt act = Wnt/beta-catenin pathway activation. Wnt/beta-catenin reporter cell assay, activator, plate reader. activation, % at 9.35 µM. 300,000 tested, 1.2% active. AID 743398; in the data active = activation above about 30%, passing the limit was not always enough; inconclusive = no clear call, values can overlap the other calls;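 also: 0% = neutral control wells and 100% = positive control wells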
# PfHsp90 set2 = reduces growth (ATP signal) of yeast expressing P. falciparum Hsp90 | 310,000 tested, 0.32% active | S. cerevisiae expressing PfHsp90, BacTiter-Glo ATP, 48 h; yeast lacking PDR1 and PDR3 efflux regulators | inhibition, % at 9.4 µM;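 active = every replicate shows inhibition above about 80%, whatever the replicate mean, limit read from the data; inconclusive = mean inhibition reaches the set limit but some replicate falls short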;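 also: 0% = DMSO neutral controls and 100% = 20 µM radicicol positive controls; yeast relying on Plasmodium falciparum Hsp90 in place of its own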
# CAL PDZ inh = human CAL PDZ-peptide interaction inhibition; 330,000 tested, 0.02% active; inhibition, % at 20 µM; purified CAL PDZ, TMR-peptide fluorescence polarization, 1 h; AID 504414; Q9HD26;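 active = highest replicate inhibition of at least 40%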;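 also: plate controls were DMSO neutral control wells for no effect and unlabeled competitor peptide control wells for full effect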
#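 Assay system – tagged CAL PDZ protein CerCALP, purified · Timing – 1 h at RT · Compound – single point, 20 µM · Measured by – fluorescence polarization from S- and P-plane intensities, G-factor corrected · Evaluation – inhibition from polarization loss · Probe or stimulus – TMR reporter peptide T*-PRC34 · Buffer or medium – pH 7.4 phosphate-saline buffer, reducing agent, detergent, IgG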
# phage Ecoli inh = E. coli growth loss with phage present | 360,000 tested, 0.26% active | growth absorbance | inhibition, % at 11.9 µM; in the data active = inhibition above about 11%
# Rtt109 Vps75 = blocks Candida albicans Rtt109/Vps75 acetyltransferase activity | Q5AAJ8 | purified Rtt109/Vps75, ThioGlo CoA-SH fluorescence, 4 h | inhibition, % at 34.9 µM | 330,000 tested, 0.16% active | AID 540336;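 active = inhibition of at least 50% in every replicate; inconclusive = best replicate reaches 50% inhibition but some replicates fall short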
# Target sequence (Q5AAJ8 whole entry, looked up): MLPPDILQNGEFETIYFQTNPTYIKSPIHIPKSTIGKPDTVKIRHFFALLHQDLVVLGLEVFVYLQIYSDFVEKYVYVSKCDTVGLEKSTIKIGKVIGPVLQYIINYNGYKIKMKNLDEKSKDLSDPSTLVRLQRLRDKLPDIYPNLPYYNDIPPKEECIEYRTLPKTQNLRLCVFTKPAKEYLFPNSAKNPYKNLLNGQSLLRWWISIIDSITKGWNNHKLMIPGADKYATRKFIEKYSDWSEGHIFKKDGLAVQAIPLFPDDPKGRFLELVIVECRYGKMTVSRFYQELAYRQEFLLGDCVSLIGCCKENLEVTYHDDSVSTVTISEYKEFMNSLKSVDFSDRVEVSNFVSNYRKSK
# DAGLB inh = diacylglycerol lipase beta (human) inhibition. HEK293T DAGLB membrane lysate, EnzChek fluorogenic substrate. inhibition, % at 5.17 µM. 340,000 tested, 0.059% active; in the data active = inhibition above about 34%;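 also: 0% = enzyme with vehicle and 100% = wells lacking enzyme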
# Tat transport = E. coli Tat transport inhibition. E. coli MC4100 TorA-mCherry Tat export, fluorescence. inhibition, % at 10 µM. 340,000 tested, 0.036% active;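 active = mean replicate inhibition at least 50% and at least half of replicates individually reaching 50%; inconclusive = only one of the two criteria met; inactive = neither criterion met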;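 also: exported cargo escapes ClpAP degradation while cytoplasmic cargo is degraded and loses fluorescence; 0% = median of neutral control wells and 100% = median of NaSCN control wells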
# Starred values were filed as active, the others as inactive; ? = inconclusive; / = no result given.
SMILES,PvdQ acylase,Ecoli viability,AddAB inh,Wnt act,PfHsp90 set2,CAL PDZ inh,phage Ecoli inh,Rtt109 Vps75,DAGLB inh,Tat transport
CCCCNS(=O)(=O)c1ccc2nc(-c3cccnc3)cc(C(=O)NCC(OC)OC)c2c1,-6,0.5,-1.0,0,8,-1.2,-0.8,/,2,-11
Cc1csc(NC(=O)c2c(-c3c(Cl)cccc3Cl)noc2C)n1,4,2.0,0.9,/,16,/,3.1,2,-5,?
S=C(Nc1ccc(Cl)cc1)N1CCN(Cc2ccccc2)CC1,-7,1.2,3.5,-1,-7,-0.9,1.4,12,-2,-7
O=C(CN1CC(=O)Nc2ccccc21)NCCc1ccc(Cl)cc1Cl,-13,0.1,4.9,-26,3,/,3.8,-5,2,-2
COc1ccccc1C(CNC(=O)c1cccc(S(=O)(=O)Nc2ccc(F)cc2)c1)N1CCCC1 (stereo not given),-4,/,/,0,-5,-1.1,5.2,5,0,4
COCC(=O)Nc1nc2ccc(C)cc2s1,19,0.4,-0.1,40*,-2,-0.2,3.6,-8,1,3
CCn1c(O)c(N=NC(=O)C(O)c2ccccc2)c2ccccc21 (stereo not given),-6,2.5,2.2,2,4,-1.7,1.1,0,0,-6
Cc1cc2cc(CCNC(=O)CCCc3ccccc3)c(=O)[nH]c2cc1C,4,2.2,2.5,-1,7,-1.5,-1.6,8,-2,1
NC(Cc1ccc2nsnc2c1)C(=O)O (stereo not given),-13,1.0,0.3,0,27,-2.1,3.6,0,1,2
Cc1ccc(N2CCN(CC(O)COc3ccccc3)CC2)cc1 (stereo not given),-3,-0.3,2.2,-1,-30,0.0,1.5,4,-3,8
O=C(Cn1ccc([N+](=O)[O-])n1)Nc1nc2ccccc2s1,-2,2.6,4.1,9,-4,-2.7,5.7,2,-1,-2
Oc1ccc(/C=N/n2c(-c3ccccc3)n[nH]c2=S)cc1,-15,0.0,0.0,-1,-1,-1.1,1.4,12,-1,3
CCOC(=O)C1CCCN(C(=O)c2cc(S(=O)(=O)N3CCCCC3)ccc2C)C1 (stereo not given),-3,-1.2,3.4,-1,1,0.1,-0.5,-17,-1,-7
Cc1ccc(C(=O)N2CCCC(C(F)(F)F)C2)cc1S(=O)(=O)N1CCCCC1 (stereo not given),-5,3.5,4.2,-4,6,-2.3,2.2,-2,-3,-7
CCN(CC)S(=O)(=O)c1ccc(OC)c(NC(=S)Nc2ccc(C)c(C)c2)c1,-5,-1.5,-0.8,5,42,-9.1,4.4,-2,2,9
Cc1ccc(S(=O)(=O)NC(=O)c2cccn2C)cc1,0,-1.2,2.8,/,-1,-0.1,1.9,3,1,-10
CC(CCc1ccccc1)NS(=O)(=O)c1ccccc1F (stereo not given),4,-2.0,0.0,-4,4,-1.3,1.4,8,-5,-5
Cc1sc(NC(=O)c2ccc(OCC(C)C)cc2)c(C(N)=O)c1-c1ccc(Cl)cc1Cl,0,1.4,2.5,/,-7,-1.8,3.0,-15,-3,1
Fc1ccc(N2CCN(c3ncnc4nc[nH]c34)CC2)cc1,-10,0.4,0.6,-1,-5,-2.3,3.4,1,4,2
O=C(COc1ncnc2sccc12)Nc1ccc(F)cc1F,-1,1.4,-3.1,1,-14,-3.0,1.5,6,-1,-2
CC1=NN(c2ccc(Cl)c(C(=O)O)c2)C(=O)/C1=C/c1ccc(-c2ccccc2[N+](=O)[O-])o1,-13,-0.8,0.7,-2,-79,/,2.3,1,3,3
CCc1nc2ccccc2n1CC(=O)N(C(C)CC)C1CCS(=O)(=O)C1 (stereo not given),-22,-0.9,-0.4,/,12,0.4,1.6,6,-1,-3
Cc1nc2ccccc2c(=O)n1CCc1ccccc1,1,-3.0,0.4,4,-4,-1.9,-0.4,3,0,-11
O=C(c1cc(=O)c2cc(Cl)ccc2o1)N1CCN(Cc2ccccc2)CC1,-7,-1.1,-0.1,-2,16,-2.0,0.9,5,2,3
Cc1ccc(CNC(=O)C2C3C=CC4(CN(Cc5cccnc5)C(=O)C24)O3)cc1 (stereo not given),-6,-0.8,0.1,-6,-1,-0.7,0.6,-8,0,1
# Continued:
SMILES,PvdQ acylase,Ecoli viability,AddAB inh,Wnt act,PfHsp90 set2,CAL PDZ inh,phage Ecoli inh,Rtt109 Vps75,DAGLB inh,Tat transport
CCN(CC)CCOC(=O)c1ccccc1Br,5,0.7,3.8,1,5,-0.8,5.5,28,0,-3
O=C(NCC1CC1)c1cc([N+](=O)[O-])cc([N+](=O)[O-])c1,68*,-0.6,-1.0,1,-11,-2.5,1.9,/,0,-14
Cc1ccnc2nc(C(=O)N3CCN(S(=O)(=O)c4ccccc4)CC3)nn12,8,1.0,2.0,-1,-8,-0.5,2.7,-6,-3,-14
Cc1ccc(-c2cc(C(=O)NCCN3CCOCC3)c3ccccc3n2)o1,-16,1.9,2.3,-1,10,-1.3,1.4,11,-1,-5
CCN1C[C@@H]2[C@@H]3C(=O)N(C)C(=O)[C@@H]3[C@](C)(C1=O)N2C(=O)c1ccc(F)cc1,0,/,/,1,-6,-1.9,1.8,5,4,0
c1ccc2nc(N3CCOCC3)cnc2c1,-11,1.9,-1.3,/,-2,-1.3,2.8,2,0,-2
O=C(O)C1Cc2[nH]cnc2C(c2cccc([N+](=O)[O-])c2)N1 (stereo not given),13,0.8,2.6,1,-10,0.5,4.7,2,3,34
CCCCCCCCNC(=O)c1ccc(C)cc1,/,-1.7,1.0,0,/,/,5.5,/,/,/
O=C(OCc1ccccc1)N1CCC2CC1c1cc(-c3ccccc3)ccc12 (stereo not given),-18,/,/,-2,11,-0.5,-2.3,-5,-11,-1
O=C(O)/C(=C\c1ccccc1OC(F)F)Sc1nnc(-c2ccc(F)cc2)o1,7,1.3,0.8,-2,-14,-0.6,-0.1,14,-2,-12
CC1CCN(C(=O)COc2ccc(Nc3ccccc3)cc2)CC1,10,-1.6,2.4,-1,-42,-2.4,0.4,1,-1,-4
Cc1ccc(-c2[nH]ncc2/C=N/n2c(C)nc3ccccc3c2=O)cc1,3,0.0,3.7,-1,2,0.0,2.5,27,-1,-6
COc1ccccc1-n1nc(C)c(-c2ccccc2)c1N,-10,1.4,2.8,1,/,0.0,0.5,-3,-2,5
COc1cccc(C2=CC(=O)CC(C)(C)C2)c1,-6,-0.4,-2.0,1,-9,0.0,3.5,4,-3,3
O=C(NCc1ccco1)Nc1ccc(OC(F)(F)F)cc1,-9,2.4,5.0,21,-9,-0.7,5.1,-10,-3,-5
Cc1cc(C)c(OCCN(C)C)c(Cl)c1,-9,-0.2,-0.5,-2,/,0.5,-0.8,-2,0,0
CC1(C)NC(=O)N(CC(=O)OCC(=O)N2CCN(S(=O)(=O)c3ccccc3)CC2)C1=O,-10,/,/,1,17,-0.4,3.5,-14,0,0
O=S(=O)(c1ccccc1)c1nc(Nc2cccc(O)c2)sc1Cl,-1,2.7,4.5,-4,-10,-0.9,3.0,6,-1,2
COc1ccc([C@H]2CC(=O)C=C(c3cc(C)ccc3F)C2)cc1,-10,1.2,2.6,-2,-26,-0.3,1.4,-1,-8,4
COc1ccc(C2C(C#N)=C(N)Oc3cccc(O)c32)cc1 (stereo not given),-15,-2.3,0.4,1,16,1.7,0.3,-3,-3,-3
Cc1ccccc1CSCCNC(=O)CCSc1ccccc1,0,1.8,-1.1,/,-14,-1.0,2.8,5,-3,12
COc1ccc(CCN2CC34C=CC(O3)C(C(=O)NCc3ccccc3Cl)C4C2=O)cc1OC (stereo not given),11,1.0,1.4,/,19,-0.6,1.7,17,-1,-6
O=C(/C=C/c1ccc([N+](=O)[O-])cc1)NCc1ccc2c(c1)OCO2,-8,0.1,0.0,1,-9,-0.4,3.0,-3,0,2
O=C(C1CC(=O)N(c2ccc3c(c2)OCCO3)C1)N1CCN(Cc2ccccc2F)CC1 (stereo not given),-20,-1.6,1.6,-3,-12,-0.2,2.1,0,-1,1
CN[C@H](C)C(=O)NC[C@H]1O[C@@H](n2cnc3c(N)ncnc32)[C@H](O)[C@@H]1O,11,2.5,2.3,/,-5,0.8,/,2,-2,-5
COc1cccc(CN(C)C(=O)CCNC(=O)c2ccc(Br)cc2)c1,6,0.4,0.4,-4,11,-3.2,1.0,33,4,1
CCOC(=O)N1CCN(c2cc(C)c([N+](=O)[O-])cc2F)CC1,2,-0.2,-2.1,-9,-22,-2.6,5.2,3,-1,0
Cc1ccc(NC(=O)COC(=O)Cc2csc(-c3ccc(Cl)cc3)n2)cc1C,2,-0.5,3.4,1,-3,0.0,2.5,0,-4,5
Cc1[nH]nc2c1/C(=N/O)CC(c1ccccc1)C2 (stereo not given),-12,-0.9,0.3,-3,26,0.1,2.3,2,1,-6

# Some of the entries above, set out differently.
# Every second line gives: PvdQ acylase, Ecoli viability, AddAB inh, Wnt act, PfHsp90 set2, CAL PDZ inh, phage Ecoli inh, Rtt109 Vps75, DAGLB inh, Tat transport
- c1ccc2nc(N3CCOCC3)cnc2c1
→ -11, 1.9, -1.3, /, -2, -1.3, 2.8, 2, 0, -2
- O=C(O)C1Cc2[nH]cnc2C(c2cccc([N+](=O)[O-])c2)N1 (stereo not given)
→ 13, 0.8, 2.6, 1, -10, 0.5, 4.7, 2, 3, 34
- CCCCCCCCNC(=O)c1ccc(C)cc1
→ /, -1.7, 1.0, 0, /, /, 5.5, /, /, /
- O=C(OCc1ccccc1)N1CCC2CC1c1cc(-c3ccccc3)ccc12 (stereo not given)
→ -18, /, /, -2, 11, -0.5, -2.3, -5, -11, -1
- O=C(O)/C(=C\c1ccccc1OC(F)F)Sc1nnc(-c2ccc(F)cc2)o1
→ 7, 1.3, 0.8, -2, -14, -0.6, -0.1, 14, -2, -12
- CC1CCN(C(=O)COc2ccc(Nc3ccccc3)cc2)CC1
→ 10, -1.6, 2.4, -1, -42, -2.4, 0.4, 1, -1, -4
